Compound activity: PubChem, National Center for Advancing Translational Sciences (NCATS)
FLuc modulator: qHTS profiling assay for firefly luciferase inhibitor/activator using purifed enzyme and Km concentrations of substrates (counterscreen for miR-21 project) | Luciferin 4-monooxygenase (Photinus pyralis), P08659 | purified FLuc, Km substrates, luminescence inhibition | Potency, µM (doses to about 57.5 µM), without a hit: at the highest dose activity change, negative = inhibition, actives largely listed as inhibitors | 360,000 compounds, 6.9% hits | AID 588342, 2011; active = well fitted inhibition curve with a large enough effect; inconclusive = small, poorly fitted or top-dose-only effect;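 also: plate controls were vehicle for no effect and reference inhibitor for full effect; nearly all actives have a fitted effect of over 55% in size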
Target sequence (P08659 whole entry, looked up): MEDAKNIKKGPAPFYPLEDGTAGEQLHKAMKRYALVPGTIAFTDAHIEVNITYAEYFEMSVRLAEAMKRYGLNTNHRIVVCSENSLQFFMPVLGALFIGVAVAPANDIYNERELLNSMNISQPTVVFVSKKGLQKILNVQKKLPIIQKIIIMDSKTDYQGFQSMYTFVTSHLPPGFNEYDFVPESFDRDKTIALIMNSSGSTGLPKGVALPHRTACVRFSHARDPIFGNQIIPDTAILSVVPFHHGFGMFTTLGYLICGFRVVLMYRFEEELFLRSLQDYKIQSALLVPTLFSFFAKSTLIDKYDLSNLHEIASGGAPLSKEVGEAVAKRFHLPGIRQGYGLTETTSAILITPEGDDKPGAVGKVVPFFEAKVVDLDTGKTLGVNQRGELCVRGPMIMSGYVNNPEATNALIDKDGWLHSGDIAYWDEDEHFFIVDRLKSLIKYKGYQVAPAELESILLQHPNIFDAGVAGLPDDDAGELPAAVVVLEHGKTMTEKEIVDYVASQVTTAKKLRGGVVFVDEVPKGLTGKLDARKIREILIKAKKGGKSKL
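Purified P. pyralis luciferase (10nM final) with 10uM D-luciferin and 10uM ATP (Km levels) in 50mM Tris acetate pH 7.5, 10mM Mg acetate, 0.01% Tween-20, 0.05% BSA; qHTS 6-point titration, ~60 µM downward; luminescence read.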
Starred values were filed as active, the others as inactive; u = inconclusive. Potency is read from the fitted curve at half-maximal effect. Some of the compounds tested (hit frequency here may not be typical).

SMILES,FLuc modulator
CCOc1ccc(NC(=O)C2CCC(CNS(=O)(=O)c3ccc(Br)s3)CC2)cc1 (centres undefined),0.2%
Cc1cc(C)cc(NC(=O)CCCn2c3ccccc3c(=O)c3ccccc32)c1,-18.9%
COc1c(Cl)cc(C(=O)Nc2cccc(-c3nc4ccccc4[nH]3)c2)cc1Cl,u
Cc1cccc(C2C=C(c3ccc(F)cc3)Nc3nc4ccccc4n32)c1 (centres undefined),5.36µM*
Cc1ccc(S(=O)(=O)Cc2nc(-c3ccc(C(=O)NCCCOC(C)C)cc3)oc2C)cc1,2.2%
Cc1cccc(Cn2c(CNC(=O)c3ccccc3)nc3ccccc32)c1,-0.5%
COc1ccc(CNC(=O)C(C)N2Cc3ccccc3C2=O)cc1 (centres undefined),-3.0%
O=C(COc1ccc(F)cc1)NCc1ccc2c(c1)CCN2C(=O)c1ccc(F)cc1,u
CC(C)c1ccc(OCC(=O)N(Cc2cccs2)C2CCS(=O)(=O)C2)cc1 (centres undefined),-1.7%
COc1cccc(-n2ccnc2SCC(=O)Nc2cccc3ccccc23)c1,-11.5%
Cc1c(C(=O)NCc2ccccc2Cl)sc2ncnc(N(C)C3CCCCC3)c12,-2.6%
Cc1ccc2oc(=O)c3cnn(CC(=O)N4CCN(c5ccc(F)cc5)CC4)c3c2c1,-5.7%
Cc1ccc(NC(=O)c2ccc(=O)n(CC(=O)Nc3cccc(C)c3)n2)cc1,0.0%
CCCN1CCc2nc(N3CCN(CC)CC3)ncc2C1,2.5%
N#Cc1cccc(NC(=O)C2CCN(S(=O)(=O)c3ccc4c(c3)CCCN4C(=O)C3CCC3)CC2)c1,-9.4%
CCOc1ccc(S(=O)(=O)N2CCC(N3CCN(Cc4ccc(C)cc4)C(=O)C3=O)CC2)cc1,-2.4%
COc1ccc(-c2cc(C(=O)N3CCCCC3C)no2)cc1OC (centres undefined),-15.4%
Cc1ccc(C)c(NC(=O)N2CC=C(c3c[nH]c4ccccc34)CC2)c1,-16.8%
CCOC(=O)c1c(Oc2ccc(C(C)=O)cc2)nnc(-c2ccccc2)c1-c1ccccc1,5.1%
CC(C)Oc1ccc(CNC(=O)c2cnc3sc(N4CCCCC4)nn3c2=O)cc1,-2.6%
CCC(=O)N1CCc2cc(Br)cc(S(=O)(=O)N3CCC(C(=O)Nc4ccccc4F)CC3)c21,-1.4%
Cc1ccc(CCNC(=O)c2ccc3[nH]c(C)c(C)c3c2)cc1,u
COc1ccc(CCNC(=O)c2c[nH]n3c(=O)c(Cc4ccccc4Cl)c(C)nc23)cc1OC,-14.6%
COc1ccc(C)cc1NC(=O)Cc1c(C(=O)O)c(C)cn1C,-19.4%

Laid out differently: entries from further up.
CCC(=O)N1CCc2cc(Br)cc(S(=O)(=O)N3CCC(C(=O)Nc4ccccc4F)CC3)c21
  FLuc modulator: -1.4%
Cc1ccc(CCNC(=O)c2ccc3[nH]c(C)c(C)c3c2)cc1
  FLuc modulator: u

Next part
SMILES,FLuc modulator
CCN1CCc2nc3sc(C(=O)c4ccc(F)cc4)c(N)c3cc2C1,-1.8%
Cc1cccn2c(Nc3ccc4c(c3)OCCO4)c(-c3ccc(Br)o3)nc12,u
CCN(c1ccc(C)cc1C)S(=O)(=O)c1nnc(NC(=O)CC(C)C)s1,1.3%
CC(=O)Nc1ccc(NC(=O)Nc2sc3nc4n(c(=O)c3c2C)CCC(C)CC4)cc1 (centres undefined),-7.6%
CCOc1ccc(NS(=O)(=O)c2ccc3c4c(cccc24)C(=O)N3)cc1,-16.9%
CCc1ccccc1NC(=O)CSc1nc2c(oc3ccccc32)c(=O)n1-c1ccccc1F,-0.7%
CCC(C)NC(=O)Cn1c(=O)n(CC2CCC(C(=O)NC)CC2)c(=O)c2sccc21 (centres undefined),-0.1%
COc1cc(Cl)c(C)cc1NC(=O)c1sc2nc(C)cc(C)c2c1N,0.5%
COc1ccccc1NC(=O)c1sc2nc(-c3cc4cc(Cl)ccc4oc3=O)[nH]c(=O)c2c1C,-3.7%
CCc1ccc(-c2[nH]c3c(c2-c2sc(C)c(C(=O)OC)c2O)c(=O)n(C)c(=O)n3C)cc1,4.6%
CCOc1ccc(NC(=O)CSc2ncc3c(n2)-c2cc(Cl)ccc2N(C)S3(=O)=O)cc1,-4.9%
O=C(CSc1ncc2c(n1)-c1ccc(Cl)cc1N(Cc1ccccc1)S2(=O)=O)Nc1ccc(F)c(F)c1,-0.2%
CCOC(=O)N1CCC(NC(=O)c2cnn(-c3cccc(C)c3)c2-n2cccc2)CC1,-3.9%
O=C(NCCCN1CCN(c2ccccc2F)CC1)c1ccc2nc(CCc3ccccc3)oc2c1,-11.3%
CCN(C(=O)CSc1nc(-c2ccc(C(C)C)cc2)no1)c1ccccc1,9.53µM*
COc1ccccc1NC(=O)CSc1nc2ccccc2c2nc(-c3ccccc3)nn12,-2.1%

As entered above:
FLuc modulator result of `CCc1ccc(-c2[nH]c3c(c2-c2sc(C)c(C(=O)OC)c2O)c(=O)n(C)c(=O)n3C)cc1` = 4.6%
FLuc modulator result of `CCN(C(=O)CSc1nc(-c2ccc(C(C)C)cc2)no1)c1ccccc1` = 9.53µM*

Further compounds follow.
SMILES,FLuc modulator
Cc1ccc(-n2ncc(C(=O)N3CCC(c4ccccc4)C3)c2C2CCN(C(=O)OC(C)(C)C)CC2)cc1 (centres undefined),-7.5%
CC(C)CN(c1ccccc1)S(=O)(=O)c1nnc(NC(=O)C2CCCCC2)s1,u
CC(=O)N1c2ccccc2C(=O)C1N1CCN(c2ccccc2)CC1 (centres undefined),-3.3%
Cc1ccc(CSc2ncc(Cl)c(C(=O)NCc3ccccc3)n2)cc1,-1.7%
N#Cc1cccc(Nc2ncnc3c2cnn3-c2cccc(Cl)c2)c1,-16.7%
CC(=O)c1cccc(NC(=O)C(C)n2c(=O)cc(C)c3c(C)nn(-c4ccccc4)c32)c1 (centres undefined),-3.3%
CC(C)C(=O)Nc1ccccc1OCc1cc(=O)n2ccccc2n1,-7.6%
O=C(NC1CCCC1)c1cc(Nc2cccc(C(F)(F)F)c2)nc2ccccc12,-17.0%

Next part.
Molecule	FLuc modulator
CCCCc1ccc(NC(=O)Cn2cnc3c2c(=O)n(C)c(=O)n3C)cc1	-1.8%
COc1cccc(NC(=O)CSc2nc3c([nH]c4ccccc43)c(=O)n2-c2ccccc2)c1	5.4%
Cc1ccc(CNC(=O)C(=O)NCC(c2ccco2)S(=O)(=O)c2ccc(C)cc2)cc1 (centres undefined)	-1.8%
Cc1ccc(Cl)cc1NC(=O)CCn1c(=O)c2cccn2c2cccnc21	1.1%
COc1ccc(OC)c(CCNC(=O)c2c3c(nc4ccccc24)C(=O)N(C2CCCCC2)C3)c1	-9.3%
CCc1cccc(NC(=O)CSc2nnc(-c3cc4occc4n3C)n2-c2ccccc2C)c1	-11.0%
CCCCc1nc2ccccc2n2c(-c3ccc(OC)cc3)c3c(=O)n(C)c(=O)n(C)c3c12	-1.6%
COc1cccc(NC(=O)CCC(=O)N2Cc3ccccc3Oc3ncccc32)c1	-14.4%
Cc1cccc(-c2nc(SCC(=O)Nc3cc(C)on3)c3c(=O)n(C)c(=O)n(C)c3n2)c1	-3.7%
CC(C)c1ccc(NC(=O)c2ccc(CN3CC(=O)N4CCCCC4C3=O)cc2)cc1 (centres undefined)	10.7µM*
Cc1ccc(Cn2ccn(CC(=O)Nc3ccccc3C(F)(F)F)c(=O)c2=O)cc1	2.9%
Cc1cccc(C)c1-n1ncc(C(=O)NCc2ccc3c(c2)OCO3)c1C1CCN(C(=O)OC(C)(C)C)CC1	4.2%
COc1cc(OC)c(NC(=O)C(CC(C)C)N2Cc3ccccc3C2=O)cc1Cl (centres undefined)	-6.2%
CCc1ccc(CNC(=O)CSCc2cnn(-c3ccccc3)c2-n2cccc2)cc1	-16.9%
Cc1nn(C)c2c1c(C(F)(F)F)cc(=O)n2C(C)C(=O)NCCc1ccc(Cl)cc1 (centres undefined)	-7.6%
COc1ccc(N2CCN(C(=O)Nc3ccc(Cl)cc3)CC2)cc1	1.8%
CCC(Sc1nnc(-c2ccc(OC)c(OC)c2)c(-c2ccc(OC)c(OC)c2)n1)C(=O)NC1CCCC1 (centres undefined)	-0.2%
O=C(NCCCN1CCN(c2ccccc2F)CC1)c1cc2c(s1)-c1ccccc1OC2	-14.8%
O=C(Nc1ccc(Br)cc1)c1ccc(F)c(S(=O)(=O)N2CCc3ccccc32)c1	-8.7%
CCN(c1ccccc1)c1nnc(NC(=O)Nc2cccc(C(F)(F)F)c2)s1	-1.8%
Cc1cc(C)c2c(=O)cc(CSCC(=O)Nc3nnc(C)s3)[nH]c2c1	-9.6%
CCn1c(CN2CCC(C)CC2)nc2cc(NC(=O)c3ccccc3[N+](=O)[O-])ccc21	5.4%
Cc1cc(OCC(=O)Nc2ccc(C(=O)OC3CCCCC3)cc2)ccc1Cl	-4.7%
CCOc1ccc(C(=O)Nc2ccc(-c3nc4cc(C(C)C)ccc4o3)cc2)cc1Cl	0.5%
O=C(Nc1ccccc1)c1cccc(N2CCCS2(=O)=O)c1	-15.8%
O=C(CCS(=O)(=O)c1ccccc1)N(Cc1cccnc1)c1nc2c(F)cccc2s1	-1.1%
CCOC(=O)c1nc(Nc2ccc(C(=O)OC(C)C)cc2)c2ccccc2n1	2.5%
Cc1ccc(Cn2cc(S(=O)(=O)c3cccc(Cl)c3)c(=O)c3cc(F)c(N4CCCCC4)cc32)cc1	0.5%
COc1cc(OC)cc(C(=O)NCCc2csc3nc(-c4ccccc4F)nn23)c1	-7.9%
O=C(Cn1c(=O)oc2ccccc21)NCc1cccc(Cl)c1	0.9%

Reformatted: results already given
CCCCc1nc2ccccc2n2c(-c3ccc(OC)cc3)c3c(=O)n(C)c(=O)n(C)c3c12
- FLuc modulator: -1.6%

Cc1ccc(Cn2cc(S(=O)(=O)c3cccc(Cl)c3)c(=O)c3cc(F)c(N4CCCCC4)cc32)cc1
- FLuc modulator: 0.5%

(next part)
Molecule	FLuc modulator
COc1cccc(NC(=O)C2CCN(c3nnc(-n4c(C)ccc4C)s3)CC2)c1	-1.7%
Cc1nc2nncn2c(NCc2ccc(Cl)cc2)c1C	-1.9%
O=C(NCc1ccccc1)c1ccc2c(c1)sc1nc(-c3ccc(F)cc3)cn12	0.7%
Cc1ccc(C(=O)Nc2ccc(-c3nc4ccccc4s3)c(O)c2)c(C)c1	-0.1%
COc1ccccc1CCNC(=O)Cc1c(C)c2c(cc(C)c3c(C)c(C)oc32)oc1=O	-2.3%
CCOC(=O)c1c(NC(=O)/C(C#N)=C/c2ccc(OC)cc2)sc2c1CCC2	7.4%
CCCN(CCC)c1ccc(C2N=C(N)Nc3nc4ccccc4n32)cc1 (centres undefined)	-2.2%
O=c1c2c3c(sc2n(Cc2cc(=O)n4ccccc4n2)c(=O)n1-c1ccccc1)CCC3	-0.4%
Cc1cc(C)c2c(=O)cc(CSc3nnc(-c4ccccc4)n3C)[nH]c2c1	-0.6%
Cc1ccc(-n2nc(C(=O)N3CCN(c4ccc(F)cc4)CC3)c(=O)n(C)c2=O)cc1	4.6%
COc1ccc(CCNC(=O)c2cnn(-c3ccc(F)cc3)c2C2CCN(C(=O)OC(C)(C)C)CC2)c(OC)c1	0.0%
COc1ccc(CNC(=O)CCc2nc3cccnc3n2Cc2ccc(OC)cc2)cc1	1.7%
Cc1cccc(Cn2cc(S(=O)(=O)c3ccccc3)c(=O)c3cc(F)c(N4CCOCC4)cc32)c1	1.0%
O=C(NCc1ccccc1)c1cccn1-c1nnc(N2CCCC2)s1	6.8%
Cc1nn(CCCC(=O)NCc2ccccc2)c(=O)c2cc3sccc3n12	-8.7%
COc1ccc(NC(=O)C2=CC(c3ccc4c(c3)OCO4)=NS(=O)(=O)N2C)cc1	5.2%
O=S(=O)(c1cccc(Cl)c1)n1c(/C=C/c2ccccc2Cl)nc2ccccc21	0.0953µM*
CCc1nn(CC(=O)Nc2cccc(C)c2C)c(=O)c2cc3sccc3n12	-8.3%
COc1cccc(NC(=O)N2CCN(C(=O)c3nsc4ccccc34)CC2)c1	5.1%
COc1ccc(S(=O)(=O)c2c(Nc3ccc(C)cc3)sc(C(=O)c3ccc(C)cc3)c2N)cc1	-0.4%
CCC(C)NC(=O)CSc1nc2cc3c(cc2c(=O)n1CCCC(=O)NCCc1ccc(OC)c(OC)c1)OCO3 (centres undefined)	-3.5%
Cc1nn(C)c2c1c(C(F)(F)F)cc(=O)n2CC(=O)NC(C)(C)C	4.2%
CCNc1cc(N2CCN(C3CCCCC3)CC2)c2noc3c2c1C(=O)c1ccccc1-3	-2.0%
Cc1ccc(Cl)cc1N1CCN(C(=O)Cn2nc(C)c3sc4ccccc4c3c2=O)CC1	-2.0%
CCCn1cc(S(=O)(=O)c2ccccc2)c(=O)c2cc(F)c(N3CCCC3)cc21	3.0%
O=C(c1ccc2c(c1)N(Cc1cccc(Cl)c1)C(=O)c1ccccc1S2(=O)=O)N1CCCC1	-6.8%
CC1CCN(C(=O)CN2CC(C)Sc3ccccc32)CC1 (centres undefined)	0.8%
CS(=O)(=O)N1CCc2cc(S(=O)(=O)NCc3ccccc3Cl)ccc21	-0.3%
CCC(Sc1nnc2c3ccccc3n(C)c2n1)C(=O)Nc1nnc(C(C)C)s1 (centres undefined)	u
O=C(CSc1nc(-c2ccccc2)no1)N1CCN(c2ccccc2)CC1	-1.8%
COc1ccc2c(c1)CC(C(=O)Nc1cc(OC)c(OC)c(OC)c1)CO2 (centres undefined)	-7.1%
CCN(C(=O)c1nn(-c2ccc(OC)c(Cl)c2)c(=O)c2c1c1ccccc1n2C)c1cccc(C(F)(F)F)c1	0.2%
